Compound activity: PubChem, several laboratories
IEC-6 tox: IEC-6 cytotoxicity, counter-screen for KLF5 inhibitors; AID 1825; 0.78% of 290,000 active; inhibition, % at 5 µM; luminescence viability; in the data active = inhibition above about 22%;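 note: 0% = plate median of test compound wells and 100% = cytotoxic reference compound wells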
MrgX1 antag: human MrgX1 receptor antagonism, primary screen; MRGX1-HEK293 calcium flux, Fluo-4, BAM8-22 antagonism; hits give low values; B-score at 10 µM; 1.3% of 310,000 active; AID 588676;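 active = calcium-response B-score plate-corrected more than 3 library SD below zero, starting fluorescence within 5 deviations, no agonist response on first addition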;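 note: peak minus trough fluorescence over baseline after final BAM8-22 challenge near maximal dose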
HIF act: HIF pathway transcriptional activation. 0.32% of 300,000 active. activation, % at 7.5 µM (by protocol). U2OS HRE-luciferase reporter, luminescence; normalized: DMSO 0%, desferrioxamine 100%;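 active = mean activation of at least 10% of the iron chelator positive control signal, with at least half of replicates also reaching 10%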
TRPC6 activator: mouse TRPC6 channel activation; Q61143; HEK293-TRPC6 membrane potential dye fluorescence; hits give high values; B-score at 10 µM; 0.13% of 310,000 active;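 active = B-score of the integrated fluorescence ratio above library mean plus 3 SD, and starting fluorescence ratio within library mean plus 5 SD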;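 note: higher score means more depolarization so channel activation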
aSyn UTR inh: 5' untranslated region of α-synuclein, MLPCN primary screen; alpha-synuclein 5'UTR reporter, inhibitor activity; inhibition, % (tested at 7.5 µM); 0.82% of 300,000 active; AID 1813; in the data active = inhibition above about 60%;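 note: H4 neuroglioblastoma cells stably carrying SNCA 5'UTR luciferase fusion; 0% = DMSO wells and 100% = positive control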
SKKanGAS inh: inhibitors of SKKanGAS S. pyogenes growth in kanamycin (SK-promoter or general growth effect). 1.3% of 300,000 active. BacTiter-Glo, 6 h. inhibition, % at 7.5 µM;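 active = mean replicate score, as percent of positive control median, at least 50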;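 note: strain carries kanamycin resistance gene driven by streptokinase promoter and grows in 40 µg/ml kanamycin; loss of luminescence reflects streptokinase promoter inhibition or plain growth inhibition; 0% = median of DMSO wells and 100% = positive control at its reference dose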
KLF5 inhibitor: kruppel-like factor 5 inhibition; DLD-1 KLF5 promoter-luciferase reporter, luminescence; inhibition, % at 5 µM; 0.23% of 290,000 active; AID 1700;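 active = inhibition above a per-plate limit of that plate's mean compound inhibition plus 3 SD, cut at about 60% in these data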;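 note: 0% = DMSO wells and 100% = LY294002 at 200 µM; higher means less KLF5 promoter-driven luciferase light; inactives centre near -14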
TRPC6 inhibitor: blocks the mouse TRPC6 cation channel; Q61143; HEK293-TRPC6, membrane potential dye, ACh-evoked depolarization; hits give low values; B-score at 10 µM; 1.1% of 310,000 active;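 active = B-score under library mean minus 3 SD, initial fluorescence not abnormally high, positive integrated signal ratio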;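 note: B-score derived from integrated fluorescence ratio over the kinetic read; more negative B-score means stronger inhibition of depolarization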
TRPC4 block: inhibitors of mouse TRPC4 channel; Q9QUQ5; 0.39% of 300,000 active; AID 2247; HEK293 TRPC4beta/mu-opioid, DAMGO-evoked Fluo4 calcium flux; hits give low values; B-score at 10 µM;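 active = B-score over 3 SD under the library average, no early fluorescence shift, positive overall ratio signal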
Target sequence (Q9QUQ5 whole entry, looked up): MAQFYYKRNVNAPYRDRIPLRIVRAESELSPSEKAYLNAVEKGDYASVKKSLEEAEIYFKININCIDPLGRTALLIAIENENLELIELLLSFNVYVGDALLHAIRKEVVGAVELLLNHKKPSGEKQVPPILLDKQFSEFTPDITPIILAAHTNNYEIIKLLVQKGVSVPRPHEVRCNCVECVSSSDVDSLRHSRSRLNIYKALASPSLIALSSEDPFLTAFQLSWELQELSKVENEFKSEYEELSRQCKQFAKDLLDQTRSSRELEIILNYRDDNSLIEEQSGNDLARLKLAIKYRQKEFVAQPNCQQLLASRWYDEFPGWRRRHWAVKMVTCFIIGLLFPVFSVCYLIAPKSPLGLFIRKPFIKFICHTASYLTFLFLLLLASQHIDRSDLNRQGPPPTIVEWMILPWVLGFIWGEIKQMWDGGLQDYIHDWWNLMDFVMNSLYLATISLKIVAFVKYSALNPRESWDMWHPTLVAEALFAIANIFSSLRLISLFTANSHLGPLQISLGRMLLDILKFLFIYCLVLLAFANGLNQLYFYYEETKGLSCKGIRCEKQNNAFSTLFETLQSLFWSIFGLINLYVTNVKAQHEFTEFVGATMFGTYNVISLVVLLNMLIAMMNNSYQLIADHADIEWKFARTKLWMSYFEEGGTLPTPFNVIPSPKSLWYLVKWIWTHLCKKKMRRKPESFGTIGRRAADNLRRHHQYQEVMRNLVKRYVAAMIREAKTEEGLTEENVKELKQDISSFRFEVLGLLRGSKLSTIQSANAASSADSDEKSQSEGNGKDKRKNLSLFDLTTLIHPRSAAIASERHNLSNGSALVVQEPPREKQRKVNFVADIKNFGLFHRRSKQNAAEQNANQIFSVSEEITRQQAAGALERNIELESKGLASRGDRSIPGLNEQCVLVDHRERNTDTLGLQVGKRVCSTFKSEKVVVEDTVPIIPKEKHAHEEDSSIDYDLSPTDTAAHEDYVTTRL
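Assay system: Stable TRPC4beta/mu-opioid receptor HEK293 cells | Reagent: DAMGO in two steps, submaximal then maximal | Compound dosing: Single concentration per test compound | Signal: Fluo4 Ca2+ flux fluorescence | Evaluation: Per-well B score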
TRPC4 act: opens the mouse TRPC4 cation channel | Q9QUQ5 | HEK293 TRPC4beta/mu-opioid, Fluo4 calcium fluorescence; hits give high values | B-score at 10 µM | 0.49% of 310,000 active;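 active = B-score above 5 SD of library B-scores, and initial fluorescence ratio not above library mean plus 5 SD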;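 note: positive B-score marks a calcium rise read as TRPC4 activation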
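Material: TRPC4beta and mu-opioid receptor HEK293 stable cells | Incubation: 45 min room-temperature Fluo4 loading, 110 s read | Detection: Kinetic Fluo4 calcium fluorescence | Measure: Integrated baseline-normalised fluorescence ratio, converted to per-well B score | Benchmarks: Low control buffer alone, high control maximal DAMGO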
TRPC4 potent: TRPC4 (mouse) allosteric potentiation; Q9QUQ5; 0.42% of 310,000 active; B-score at 10 µM; HEK293 TRPC4beta/mu-opioid, DAMGO EC20, Fluo-4 Ca2+ flux; hits give high values;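 active = B-score of calcium response area above 5 SD of library B-scores, with initial fluorescence ratio within 5 SD of library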;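 note: B-score of integrated fluorescence ratio over time as area under calcium response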
The depositor's hits bear a star; i = inactive; nt = not tested or not shown. An unsorted share of the library; overall some 5.8% were active at least once.

Screens by letter – A = IEC-6 tox; B = MrgX1 antag; C = HIF act; D = TRPC6 activator; E = aSyn UTR inh; F = SKKanGAS inh; G = KLF5 inhibitor; H = TRPC6 inhibitor; I = TRPC4 block; J = TRPC4 act; K = TRPC4 potent
O=C(C1=C[C@H](c2csc3ccccc23)C[C@H](OCc2ccc(CO)cc2)O1)N1CCN(Cc2ccc3c(c2)OCO3)CC1
  A = -2	B = i	C = 0.1	D = i	E = 12	F = 26	G = 12	H = i	I = i	J = i	K = i
COCCn1nnnc1C(CC(C)C)N1CCN(c2cccc(OC)c2)CC1 (stereo unspecified)
  A = 4	B = nt	C = -0.8	D = i	E = 2	F = -5	G = -6	H = i	I = i	J = i	K = i
Cc1cc(C(=O)NCCC2=CCCCC2)no1
  A = 4	B = i	C = 1.8	D = i	E = -81	F = 8	G = -29	H = i	I = i	J = i	K = i
Cc1ccc2oc(=O)c3cnn(CC(=O)NCCC(C)C)c3c2c1
  A = 7	B = i	C = -0.1	D = i	E = 7	F = 4	G = -30	H = i	I = i	J = i	K = i
CCOC(=O)N1CCN(C(=O)Nc2ccc(Cl)cc2Cl)CC1
  A = 0	B = i	C = 1.4	D = i	E = 0	F = -5	G = -34	H = i	I = i	J = i	K = i
O=C(COC(=O)c1cc(S(=O)(=O)NCc2ccccc2)ccc1O)c1cc2ccccc2o1
  A = -1	B = i	C = -0.5	D = i	E = 10	F = 4	G = -30	H = i	I = i	J = i	K = i
C=CCn1c(=O)c(C(=O)NCCN(CC)CC)c(O)c2ccccc21
  A = 6	B = i	C = nt	D = i	E = nt	F = 1	G = -17	H = i	I = i	J = i	K = i
CCNC(=O)CN(c1ccc(F)cc1)S(=O)(=O)c1ccc2c(c1)OCCO2
  A = 1	B = i	C = -19	D = i	E = 9	F = -5	G = -19	H = i	I = i	J = i	K = i
CCc1ccccc1NC(=O)CCS(=O)(=O)c1ccc(OC)cc1
  A = -2	B = i	C = 0.3	D = i	E = -13	F = 0	G = 5	H = i	I = i	J = i	K = i
O=C(CN(Cc1ccccc1)C1=NCCS1)c1ccccc1
  A = -6	B = i	C = -0.1	D = i	E = -11	F = 0	G = -14	H = i	I = i	J = i	K = i
CC(C)(C)NC(=O)COc1ccc(CNCc2ccccn2)cc1
  A = 6	B = i	C = -0.3	D = i	E = -20	F = -3	G = -24	H = i	I = i	J = i	K = i
CCOC(=O)CC1C(=O)NCCN1C(=O)c1ccc(Cl)c(Cl)c1 (stereo unspecified)
  A = -4	B = i	C = -1.6	D = i	E = -2	F = 0	G = -35	H = i	I = i	J = i	K = i
Cc1ccccc1N(C(=O)c1snc(C(N)=O)c1N)C(C(=O)NC1CCCCC1)c1ccc(O)cc1 (stereo unspecified)
  A = -5	B = i	C = -2.4	D = i	E = 58	F = -8	G = 11	H = i	I = i	J = i	K = i
Cn1c(NC(=O)c2ccccc2C(F)(F)F)cc(=O)n(C)c1=O
  A = 1	B = i	C = -0.2	D = i	E = 2	F = -1	G = 16	H = i	I = i	J = i	K = i
CCc1ccccc1NC(=O)CN(C)S(=O)(=O)c1ccc(-c2ccc(=O)[nH]n2)s1
  A = -11	B = i	C = 0.0	D = i	E = -4	F = 12	G = -7	H = i	I = i	J = i	K = i

An excerpt from further up, for reference:
Screens by letter – A = IEC-6 tox; B = MrgX1 antag; C = HIF act; D = TRPC6 activator; E = aSyn UTR inh; F = SKKanGAS inh; G = KLF5 inhibitor; H = TRPC6 inhibitor; I = TRPC4 block; J = TRPC4 act; K = TRPC4 potent
CCNC(=O)CN(c1ccc(F)cc1)S(=O)(=O)c1ccc2c(c1)OCCO2
  A = 1	B = i	C = -19	D = i	E = 9	F = -5	G = -19	H = i	I = i	J = i	K = i
CCc1ccccc1NC(=O)CCS(=O)(=O)c1ccc(OC)cc1
  A = -2	B = i	C = 0.3	D = i	E = -13	F = 0	G = 5	H = i	I = i	J = i	K = i
O=C(CN(Cc1ccccc1)C1=NCCS1)c1ccccc1
  A = -6	B = i	C = -0.1	D = i	E = -11	F = 0	G = -14	H = i	I = i	J = i	K = i
CC(C)(C)NC(=O)COc1ccc(CNCc2ccccn2)cc1
  A = 6	B = i	C = -0.3	D = i	E = -20	F = -3	G = -24	H = i	I = i	J = i	K = i
CCOC(=O)CC1C(=O)NCCN1C(=O)c1ccc(Cl)c(Cl)c1 (stereo unspecified)
  A = -4	B = i	C = -1.6	D = i	E = -2	F = 0	G = -35	H = i	I = i	J = i	K = i
Cc1ccccc1N(C(=O)c1snc(C(N)=O)c1N)C(C(=O)NC1CCCCC1)c1ccc(O)cc1 (stereo unspecified)
  A = -5	B = i	C = -2.4	D = i	E = 58	F = -8	G = 11	H = i	I = i	J = i	K = i
Cn1c(NC(=O)c2ccccc2C(F)(F)F)cc(=O)n(C)c1=O
  A = 1	B = i	C = -0.2	D = i	E = 2	F = -1	G = 16	H = i	I = i	J = i	K = i
CCc1ccccc1NC(=O)CN(C)S(=O)(=O)c1ccc(-c2ccc(=O)[nH]n2)s1
  A = -11	B = i	C = 0.0	D = i	E = -4	F = 12	G = -7	H = i	I = i	J = i	K = i

Remaining list, next part
Screens by letter – A = IEC-6 tox; B = MrgX1 antag; C = HIF act; D = TRPC6 activator; E = aSyn UTR inh; F = SKKanGAS inh; G = KLF5 inhibitor; H = TRPC6 inhibitor; I = TRPC4 block; J = TRPC4 act; K = TRPC4 potent
COC(=O)c1sc2cc(C(F)(F)F)cnc2c1-c1ccccc1
  A = -4	B = i	C = -0.7	D = i	E = 13	F = -1	G = 12	H = i	I = i	J = i	K = i
C[C@@H]1CCC(=O)N(C[C@@H](C)CC#N)CC1
  A = -6	B = i	C = 1.5	D = i	E = 18	F = 1	G = -20	H = i	I = i	J = i	K = i
COc1ccc(N2CCN(C(c3ccccc3)c3sc4nc(C)nn4c3O)CC2)cc1 (stereo unspecified)
  A = nt	B = i	C = -0.4	D = i	E = -2	F = -5	G = nt	H = i	I = i	J = i	K = i
CC(=O)Nc1ccc(S(=O)(=O)N(C)c2ccc(OCC(=O)OCC(=O)Nc3ccc(OC(F)F)cc3)cc2)cc1
  A = 6	B = i	C = 0.2	D = i	E = 0	F = 4	G = 0	H = i	I = i	J = i	K = i
O=C(NC12CC3CC(CC(C3)C1)C2)c1ccc(-c2ccc(Cl)cc2)o1
  A = -4	B = i	C = 5.7	D = i	E = -251	F = 24	G = -19	H = i	I = i	J = i	K = i
O=S(=O)(Cc1ccccc1Cl)N1CCCCC1
  A = 4	B = i	C = -0.6	D = i	E = 4	F = 3	G = -22	H = i	I = i	J = i	K = i
Clc1ccccc1N=C1SCCS1
  A = 0	B = i	C = 0.0	D = i	E = -17	F = -9	G = -22	H = i	I = i	J = i	K = i
N/C(=N\OC(=O)COc1ccccc1)c1cccnc1
  A = nt	B = i	C = 1.4	D = i	E = -113	F = 0	G = nt	H = i	I = i	J = i	K = i
COc1ccc(-c2nc(N)n(C(=O)c3ccc(C)cc3)n2)cc1
  A = 4	B = i	C = 0.0	D = i	E = -27	F = 1	G = -19	H = i	I = i	J = i	K = i
